Compound activity as filed in PubChem BioAssay.
PPC-1+TRAIL kill – PPC-1 cancer cell killing with TRAIL present. cell killing (% activity), % at 4 µM. 0.41% of 220,000 active. PPC-1 cells + TRAIL, ATPLite viability luminescence;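 active means cell killing above 50% in the first pass at 4 µM, then a duplicate retest at 5 µM averaging 50% or more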;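 further: plate controls were cells with TRAIL plus DMSO for no effect and medium-only wells lacking cells for full effect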
* marks the source's active call; other numbers are inactive results. These rows are one share of the data; the hit share may differ from the screen's.

> O=C(CSc1ccc2nnc(-c3cccnc3)n2n1)N1CCc2ccccc21
  PPC-1+TRAIL kill: 30
> Cc1ccc2nc(NC3=NCN(Cc4cccnc4)CN3)nc(C)c2c1
  PPC-1+TRAIL kill: -7
> CCN(CC)CCCN1C(=O)C(O)=C(C(=O)c2sc(C)nc2C)C1c1ccc(C)o1 (stereo unspecified)
  PPC-1+TRAIL kill: 8
> CCOc1cccc(-c2nnc3sc(-c4ccc(C)cc4)nn23)c1
  PPC-1+TRAIL kill: -9
> CC1(C)CC(=O)C=C(N2CCN(C3=CC(=O)CC(C)(C)C3)CC2)C1
  PPC-1+TRAIL kill: 17
> COc1cccc2cc(C(=O)C3=C(O)C(=O)N(CCCN(C)C)C3c3ccncc3)oc12 (stereo unspecified)
  PPC-1+TRAIL kill: 8
> COc1ccc2c(c1)nc1n2CN(CC2CCCO2)CN1Cc1ccccc1 (stereo unspecified)
  PPC-1+TRAIL kill: 16
> COC(=O)c1c(NC(=O)c2nc3ncccn3n2)sc(C(=O)N(C)C)c1C
  PPC-1+TRAIL kill: 25
> Cc1oc(C(=O)O)cc1COc1ccc2c3c(c(=O)oc2c1C)CCCC3
  PPC-1+TRAIL kill: 4
> COc1cc(C2c3c(oc4ccc(Cl)cc4c3=O)C(=O)N2Cc2ccco2)cc(OC)c1OC (stereo unspecified)
  PPC-1+TRAIL kill: -15
> O=C(O)[C@@H]1CSC2(CCSC2)N1 (stereo partly specified)
  PPC-1+TRAIL kill: 2
> Cn1c(-n2c(CCN3C(=O)c4ccccc4C3=O)nc3ccccc3c2=O)nc2ccccc21
  PPC-1+TRAIL kill: -9
> Cc1c(N=CC=Nc2c(C)n(C)n(-c3ccccc3)c2=O)c(=O)n(-c2ccccc2)n1C
  PPC-1+TRAIL kill: -8
> O=C(CSc1ncnc2c1oc1ccccc12)N1CCc2ccccc2C1
  PPC-1+TRAIL kill: 9
> Cc1ccc(N2CCCn3c2nc2c3c(=O)n(CCN3CCOCC3)c(=O)n2C)cc1
  PPC-1+TRAIL kill: 0

> Cc1cnc(-c2nnc(N(C)C(=O)c3ccccn3)s2)cn1
  PPC-1+TRAIL kill: 10
> Nc1ccc2ncccc2c1N
  PPC-1+TRAIL kill: 20
> Cc1ccc(Cl)cc1N1CCN(Cc2nc3c(c(=O)[nH]c(=O)n3C)n2Cc2ccccc2F)CC1
  PPC-1+TRAIL kill: 5
> Cc1cc(=O)oc2c1c(C)nn2-c1ccc(C(=O)OC(C)C)cc1
  PPC-1+TRAIL kill: 17
> CCCCn1c(SCc2cc(=O)n3ccsc3n2)nc2cc(C(=O)OC)ccc2c1=O
  PPC-1+TRAIL kill: 0
> CCn1cc(C(=O)Nc2ccc(C(=O)N3CCCC3)cc2)c(=O)c2ccc(C)nc21
  PPC-1+TRAIL kill: -12
> CCn1c(SCC(=O)Nc2cc(C)on2)nc2sc(C)c(C)c2c1=O
  PPC-1+TRAIL kill: 1
> CC(C)CNC(=O)c1c(N)n(/N=C/c2cccnc2)c2nc3ccccc3nc12
  PPC-1+TRAIL kill: 6
> CCOc1ccc(C2/C(=C(/O)c3ccc(Cl)cc3)C(=O)C(=O)N2CCCN(C)C)cc1OC (stereo unspecified)
  PPC-1+TRAIL kill: 10
> CCCCn1c(SCn2nnc3ccccc3c2=O)nc2cc(C(=O)OC)ccc2c1=O
  PPC-1+TRAIL kill: -7
> c1cncc(-c2nc3cc(Cc4ccc5oc(-c6cccnc6)nc5c4)ccc3o2)c1
  PPC-1+TRAIL kill: -31
> COc1cc(C(=O)Nc2c(-c3ccccn3)c(=O)c3ccccc3n2C)cc(OC)c1OC
  PPC-1+TRAIL kill: 8
> COCCCn1c2nc3ccccc3nc2c2c(=O)n(Cc3ccc(Cl)cc3)c(C)nc21
  PPC-1+TRAIL kill: 14
> CC(C)OC(=O)C(C#N)c1nc2ccccc2nc1N1CCN(Cc2ccc3c(c2)OCO3)CC1 (stereo unspecified)
  PPC-1+TRAIL kill: 9
> CCc1ccc2nc(NC3=NCN(CCN4CCOCC4)CN3)nc(C)c2c1
  PPC-1+TRAIL kill: 13

Reprinted from the part before: 2 entries, then new ones.
> CC(C)OC(=O)C(C#N)c1nc2ccccc2nc1N1CCN(Cc2ccc3c(c2)OCO3)CC1 (stereo unspecified)
  PPC-1+TRAIL kill: 9
> CCc1ccc2nc(NC3=NCN(CCN4CCOCC4)CN3)nc(C)c2c1
  PPC-1+TRAIL kill: 13
> Cc1nn(CC(=O)Nc2cccnc2N2CCOCC2)c(=O)c2ccccc12
  PPC-1+TRAIL kill: -7
> COCCn1c(-c2cc(OC)c(OC)c(OC)c2)nc2nc3ccccc3nc21
  PPC-1+TRAIL kill: 21
> CCOC(=O)c1cnc2ccc(Br)cc2c1NCC(C)O (stereo unspecified)
  PPC-1+TRAIL kill: 4
> O=C(Cn1[nH]c(=O)c2ccccc2c1=O)Nc1cccc(-c2nnc3n2CCCCC3)c1
  PPC-1+TRAIL kill: 8
> CCn1c2ccccc2c2cc(NC(=O)C3CCN(S(=O)(=O)c4cccs4)CC3)ccc21
  PPC-1+TRAIL kill: 14
> Cc1cc(C)c2[nH]c(=O)c(C(c3nnnn3C3CCCC3)N3CCOCC3)cc2c1 (stereo unspecified)
  PPC-1+TRAIL kill: -5
> Cc1nc(C)c(C(=O)C2=C(O)C(=O)N(CCCN(C)C)C2c2ccco2)s1 (stereo unspecified)
  PPC-1+TRAIL kill: -6
> CCCn1c(=O)c2ccccc2n2c(SCC(=O)c3cc(C)n(CC4CCCO4)c3C)nnc12 (stereo unspecified)
  PPC-1+TRAIL kill: -14
> O=c1[nH]c2c(cc1CNCCN1CCOCC1)c(-c1cccc(F)c1)nn2-c1ccccc1
  PPC-1+TRAIL kill: -1
> Cc1cc(N2CCCC2)n2nc(C)c(-c3ccccc3)c2n1
  PPC-1+TRAIL kill: 36
> Cn1c(=O)[nH]c(=O)c2c1nc(N1CCCCCC1)n2CC(=O)c1ccccc1
  PPC-1+TRAIL kill: -8
> Cc1nnc2n(Cc3ccccc3)c(=O)c3c4c(sc3n12)CN(Cc1ccccc1)CC4
  PPC-1+TRAIL kill: 13
> CCCOc1ccc(/C(O)=C2\C(=O)C(=O)N(CCCN(C)C)C23C(=O)N(C)c2ccccc23)cc1 (stereo unspecified)
  PPC-1+TRAIL kill: -1
> CCOC(=O)c1c(C)[nH]c(C(=O)NCc2ccccc2OC)c1C
  PPC-1+TRAIL kill: 6
> CCCc1nc(SCC(=O)N2CCc3ccccc32)c2c(=O)n(C)c(=O)n(C)c2n1
  PPC-1+TRAIL kill: 6

mol	PPC-1+TRAIL kill
CN1CCN(c2nc3c(c(=O)[nH]c(=O)n3C)n2CCSc2ncccn2)CC1	12
CSc1nc(C)c2c(n1)OC(CN1C(=O)c3ccccc3C1=O)C2 (stereo unspecified)	17
c1ccc(CCNc2ccccc2)cc1	6
Cc1cc(C)nc(N2CCN(c3ncnc4c3oc3ccccc34)CC2)n1	14
Cn1c(=O)c2c(ncn2CC(=O)Nc2cc(Cl)c(Cl)cc2Cl)n(C)c1=O	10
C=CCn1c(=N)c(C(=O)OCC)cc2c(=O)n3cc(C)ccc3nc21	12
Cc1ccc(-n2c(C)c3c(C)nnc(C)c3c2C)cc1	10
Cc1nnc2n(-c3ccc(Cl)cc3)c(=O)c3c4c(sc3n12)CN(C)CC4	4
Cc1cc(C)c(S(=O)(=O)N2CCN(c3nc4c(c(=O)n(C)c(=O)n4C)n3C)CC2)c(C)c1	-3
CC1CCN(S(=O)(=O)c2ccc(S(=O)(=O)N3CCN4CCCC4C3)cc2)CC1 (stereo unspecified)	4
CCn1c(C)nc2cc(C(=O)n3cc(C(=O)c4cc(F)ccc4O)cn3)ccc21	12
COc1ccc(N2CCN(C(=O)CSc3ncnc4c3cnn4-c3ccc(OC)cc3)CC2)cc1	11
O=C1CCCC2=C1C1(CCCC1)N=C(Nc1nc3ccccc3o1)N2	-3
Cc1nc2ccccc2c(=O)n1NC(=O)c1c(O)c2ccccc2n(C)c1=O	31
CCn1c(SCC(=O)c2c(N)n(C)c(=O)n(C)c2=O)nc2sc(C)c(C)c2c1=O	2
CC1CN(S(=O)(=O)c2cccc(-c3cn4cccnc4n3)c2)CC(C)O1 (stereo unspecified)	16
N#C/C(C(=O)N1CCOCC1)=c1\s/c(=C/c2ccncc2)c(=O)n1-c1ccccc1	9
O=C1c2oc3ccc(F)cc3c(=O)c2C(c2ccncc2)N1CCN1CCOCC1 (stereo unspecified)	-3
CCN1CCN(C2CCN(C(C)=O)CC2)CC1	10
O=c1c2c3nc4ccccc4nc3n(/N=C/c3cccs3)c2ncn1-c1ccccc1	24
O=S(=O)(c1ccccc1)N1CCC(N2CCN(c3ccccc3)CC2)CC1	13
COc1ccc(C2CC(=O)C(C=NCCN3CCN(C(C)=O)CC3)=C(O)C2)cc1OC (stereo unspecified)	-5
COc1ccccc1C1/C(=C(\O)c2ccc3c(c2)OCCO3)C(=O)C(=O)N1CCCN(C)C (stereo unspecified)	4
CCOC(=O)c1ccccc1NC(=O)CC1Nc2ccccc2NC1=O (stereo unspecified)	20
Cn1c(=O)c2c(nc(CN3CCN(c4ccccc4)CC3)n2Cc2ccccc2F)n(C)c1=O	-7
c1nc(N2CCNCC2)c2sc3nc(N4CCOCC4)c4c(c3c2n1)CCC4	-5
C=CCn1cnc2c(c1=O)c1nc3ccccc3nc1n2/N=C/c1ccccn1	-3
COC(=O)c1ccc(S(=O)(=O)N(Cc2cc3cc4c(cc3[nH]c2=O)OCO4)C2CCCCC2)cc1	3
O=C1N=C(N2CCOCC2)S/C1=C1\C(=O)N(Cc2ccccc2)c2ccc(Br)cc21	-11
O=c1oc2c(CN3CCCCC3)c(O)ccc2cc1-c1nc2ccccc2[nH]1	7

Copied from the list.
PPC-1+TRAIL kill with `CCN1CCN(C2CCN(C(C)=O)CC2)CC1` stands at 10
PPC-1+TRAIL kill with `COC(=O)c1c(NC(=O)c2nc3ncccn3n2)sc(C(=O)N(C)C)c1C` stands at 25
PPC-1+TRAIL kill with `O=C1CCCC2=C1C1(CCCC1)N=C(Nc1nc3ccccc3o1)N2` stands at -3
PPC-1+TRAIL kill with `CCCCn1c(SCn2nnc3ccccc3c2=O)nc2cc(C(=O)OC)ccc2c1=O` stands at -7

(further entries)
mol	PPC-1+TRAIL kill
O=C1CCCN1CC(CN1CCOCC1)Sc1nc2ccccc2c(=O)n1-c1ccccc1 (stereo unspecified)	0
CSc1nc2sc3c(c2c2nnnn12)CCC3	8
CC(=O)N(Cc1cc2ccc(C)c(C)c2n2nnnc12)C1CCCC1	7
Cc1cc(C)nc(/N=C/c2c(O)n(C)c(=O)n(C)c2=O)n1	16
Cn1c(SCC(=O)Nc2cc(=O)n(C)c(=O)n2C)nnc1C12CC3CC(CC(C3)C1)C2	9
CC1(C)Cc2c(sc3ncn4nnnc4c23)CO1	13
CCOc1cc(N2CCOCC2)c(OCC)cc1NC(=O)c1nc2nccc(C)n2n1	10
Cn1c2ccccc2c2nnc(SCN3C(=O)c4ccccc4C3=O)nc21	-12
Cc1ccc(C(c2nnnn2C(C)(C)C)N2CCc3ccccc3C2)cc1 (stereo unspecified)	2
Clc1cccc(-c2nn3c(-c4cccc(Cl)c4)nnc3s2)c1	14
Cc1ccc(-c2nnc(CSc3nnc4c5c(C)c(C)sc5nc(C(C)C)n34)o2)cc1	9
CCCSc1nnc2n(Cc3ccccc3)c(=O)c3c4c(sc3n12)CCC4	8

Filtered by structure: the entries above containing a carbonyl joined to an NH by a bond outside any ring.
mol	PPC-1+TRAIL kill
COC(=O)c1c(NC(=O)c2nc3ncccn3n2)sc(C(=O)N(C)C)c1C	25
CCn1cc(C(=O)Nc2ccc(C(=O)N3CCCC3)cc2)c(=O)c2ccc(C)nc21	-12
CCn1c(SCC(=O)Nc2cc(C)on2)nc2sc(C)c(C)c2c1=O	1
CC(C)CNC(=O)c1c(N)n(/N=C/c2cccnc2)c2nc3ccccc3nc12	6
COc1cc(C(=O)Nc2c(-c3ccccn3)c(=O)c3ccccc3n2C)cc(OC)c1OC	8
Cc1nn(CC(=O)Nc2cccnc2N2CCOCC2)c(=O)c2ccccc12	-7
O=C(Cn1[nH]c(=O)c2ccccc2c1=O)Nc1cccc(-c2nnc3n2CCCCC3)c1	8
CCn1c2ccccc2c2cc(NC(=O)C3CCN(S(=O)(=O)c4cccs4)CC3)ccc21	14
CCOC(=O)c1c(C)[nH]c(C(=O)NCc2ccccc2OC)c1C	6
Cn1c(=O)c2c(ncn2CC(=O)Nc2cc(Cl)c(Cl)cc2Cl)n(C)c1=O	10
Cc1nc2ccccc2c(=O)n1NC(=O)c1c(O)c2ccccc2n(C)c1=O	31
CCOC(=O)c1ccccc1NC(=O)CC1Nc2ccccc2NC1=O (stereo unspecified)	20
Cn1c(SCC(=O)Nc2cc(=O)n(C)c(=O)n2C)nnc1C12CC3CC(CC(C3)C1)C2	9
CCOc1cc(N2CCOCC2)c(OCC)cc1NC(=O)c1nc2nccc(C)n2n1	10
